Screens as filed in PubChem BioAssay.
TWEAK Fn14 block – inhibitors of TWEAK-Fn14 signaling, primary screen, luciferase reporter cells, uHTS | TWEAK-stimulated Fn14 reporter cells, luciferase luminescence, 8 h | inhibition, % at 10 µM | 360,000 compounds, 2% hits | AID 1159606, 2016; in the data active means inhibition above about 50%
MITF TRPM1 inh – inhibitors of MITF-dependent TRPM1 promoter reporter, primary screen, cell-based, SK-MEL-5, single point, luciferase; AID 488899, 2010; 330,000 compounds, 0.83% hits; inhibition, % at 12.5 µM; SK-MEL-5 TRPM1 promoter luciferase, 24 h;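 active means mean inhibition across replicates of 60% or more, whatever share of single replicates reaches that level; inconclusive means some that reach 60%, reason not given; inactive means mean inhibition across replicates below 60%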; further: values of inactives mirror those of a sister screen read the other way
Shn3 inh set2 – reduction of Shn3 3'UTR firefly luciferase signal, primary screen, Schnurri-3 inhibitor project, cell-based, Clone20 osteoblasts, set 2 | Clone20 osteoblast Shn3 3'UTR firefly luciferase, 24 h | 360,000 compounds, 0.52% hits | AID 588674, 2011 | inhibition, % at 12.5 µM;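 active means mean inhibition of at least 75% with every replicate also reaching 75%; inconclusive means mean inhibition at least 75% but some replicate below; inactive means mean inhibition below 75%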;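 further: 0% = median of neutral control wells and 100% = pilot-screen positive control compound; some compounds past the cut are filed as inactive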
aDG glyco act – activators of alpha-DG glycosylation, primary screen, uHTS, Pro5-aDG cells, AlphaScreen. activation, % at 10 µM. AID 624168, 2012. 360,000 compounds, 0.22% hits. alpha-DG glycosylation AlphaScreen (IIH6); 0% Pro5, 100% B10-LARGE cell signal;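 active means activation of at least 8% versus controls, or a plate z-score of at least 8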;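 further: Pro5 are CHO cells carrying HIG-tagged alpha-DG that lacks glycosylation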
Peg3 promoter – Peg3 promoter-driven luciferase inhibitors, primary screen, cell-based, HeLa, luciferase luminescence. HeLa PEG-Prom luciferase reporter, overnight. inhibition, % at 20 µM. 360,000 compounds, 1.7% hits. AID 588405, 2011;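 active means inhibition of at least 50% at 20 µM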
CF NFkB inh – inhibitors of PAF-induced NF-kB signaling, primary screen, cell-based, GFP fluorescence, uHTS | KKLEB NF-kB-GFP reporter, GFP fluorescence overnight | inhibition, % at 5 µM | 360,000 compounds, 0.86% hits;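 active means at least 50% inhibition at 5 µM, scaled per plate between neutral and stimulator controls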;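 further: PAF is a Pseudomonas aeruginosa culture filtrate used as stimulus; plate controls were PAF-stimulated DMSO wells for no effect and unstimulated DMSO wells for full effect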
HIF-2a block – HIF-2a reporter inhibitors, primary screen, luminescence, 786-0 RCC cells; 786-0 RCC cells HIF-2a reporter, luciferase luminescence, overnight; AID 624352, 2012; inhibition, % at 18.8 µM; 360,000 compounds, 0.72% hits;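 active means inhibition of the luminescence signal of 40% or more relative to plate controls, in a single-dose primary screen at 18.75 µM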
iPSC survival up – enhancers of single-cell hiPSC survival, primary screen, ATPlite luminescence. 100% = ROCK inhibitor wells, 0% = DMSO. survival enhancement, % at 20 µM. 360,000 compounds, 0.044% hits; in the data active means survival enhancement above about 18%;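 further: cells exposed to compounds for 16 hours before the ATP read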
KKLEB tox – cytotoxicity in KKLEB CF airway cells, primary screen, cytotoxicity control for CF NF-kB inhibitor project, cell-based, uHTS, fluorescence assay plates | KKLEB CF airway cells viability, ATPlite luminescence, overnight; active compounds read low; cells stimulated with P. aeruginosa culture filtrate | activity change (cytotoxicity), % at 5 µM | 360,000 compounds, 0.36% hits | AID 602141, 2011;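 active means corrected activity change at or below -50% at 5 µM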
NR2E3 ag-1 – inhibitors of NR2E3-RetCOR corepressor binding, primary screen, NR2E3 agonist project, biochemical, TR-FRET, GST-NR2E3, biotin-RetCOR. Photoreceptor-specific nuclear receptor (Homo sapiens), Q9Y5X4. 1536-well. inhibition of corepressor binding, % at 4.78 µM. 320,000 compounds, 0.12% hits. AID 2300, 2010;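 active means percent inhibition above the cutoff of mean plus 3 SD of all tested compounds, set per screening campaign, cut at about 20% in these data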;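 further: 0% = DMSO wells and 100% = biotin wells as full block of FRET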
Target sequence (Q9Y5X4 whole entry, looked up): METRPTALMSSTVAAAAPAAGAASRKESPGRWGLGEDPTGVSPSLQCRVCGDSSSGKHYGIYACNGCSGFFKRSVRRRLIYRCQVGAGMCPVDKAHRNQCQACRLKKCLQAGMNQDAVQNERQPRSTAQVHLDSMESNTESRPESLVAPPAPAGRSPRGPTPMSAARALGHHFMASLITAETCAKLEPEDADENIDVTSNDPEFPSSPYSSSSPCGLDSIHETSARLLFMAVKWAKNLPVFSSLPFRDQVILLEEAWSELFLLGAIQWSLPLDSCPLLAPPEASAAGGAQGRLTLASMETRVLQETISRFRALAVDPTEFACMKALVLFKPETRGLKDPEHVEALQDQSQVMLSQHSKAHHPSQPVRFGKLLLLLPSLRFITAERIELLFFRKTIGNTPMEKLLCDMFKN
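Test system: GST-NR2E3 and biotin-RetCOR proteins | Quantity: 1.35 nM GST-tagged NR2E3 final | Medium: Tris pH 7.5 | Also added: 7 nM biotin-RetCOR | Dosing: Compound at 4.8 µM, single dose | Timing: 5 h at 4 °C | Detection: Time-resolved FRET | Read-out basis: Percent inhibition | Benchmarks: Biotin wells as high control, 0.6% DMSO wells as low control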
NR2E3 ag-2 – NR2E3 agonists in two-hybrid cells, primary screen, cell-based, luminescence, CHO-S, Gal4-NCOR/VP16-NR2E3; Photoreceptor-specific nuclear receptor (Homo sapiens), Q9Y5X4; luciferase; inhibition of corepressor binding, % at 3.98 µM; 360,000 compounds, 0.35% hits; AID 602229, 2012;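 active means inhibition above the mean of all tested compounds plus 3 SD, cut at about 70% in these data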;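 further: 0% = DMSO with NR2E3 transfected cells and 100% = cells lacking NR2E3 construct; higher means lower luciferase signal from less NR2E3 corepressor binding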
Starred values were filed as active, the others as inactive; ? = inconclusive; · = not tested or not shown. An unsorted share of the library; about 4.4% have a hit in one of these screens.

SMILES	TWEAK Fn14 block	MITF TRPM1 inh	Shn3 inh set2	aDG glyco act	Peg3 promoter	CF NFkB inh	HIF-2a block	iPSC survival up	KKLEB tox	NR2E3 ag-1	NR2E3 ag-2
CC12CCC(C(=O)NCc3ccc4c(c3)OCO4)(CC1=O)C2(C)C (centres undefined)	-6	-3	10	-0.2	4	8	9	-1.8	-6	1	18
O=C(CCS(=O)(=O)c1ccc(Br)cc1)N1CCN(c2ccccc2F)CC1	12	11	-8	0.0	4	-6	17	4.2	7	-2	-15
COc1cccc2c3cccc(OC)c3c3[nH]cnc3c12	-101	6	-30	0.5	-33	-88	-24	-3.3	-6	·	-61
CC(=O)Nc1ccc(S(=O)(=O)N2CCN(c3ccc([N+](=O)[O-])c(NCCN4CCOCC4)c3)CC2)cc1	-11	7	-33	-0.4	10	-4	14	0.1	1	-2	7
COc1ccc(CN(C)C(=O)Cn2cnc3c(OCc4ccccc4)ncnc32)cc1OC	4	1	20	0.0	12	2	8	1.0	-8	·	-21
Cc1cccc(C2c3[nH]c4ccccc4c3CCN2C(=O)c2cc3c([nH]c2=O)CCCC3)n1 (centres undefined)	15	3	-23	-0.6	11	-18	14	-0.6	-2	3	-6
COc1ccc(Cc2nnc(NC(=O)c3cccc(C)c3)s2)cc1	-30	-9	5	0.0	-4	-12	3	-0.1	2	3	-52
CCOC(=O)C1=C(C)N(Cc2ccccc2)C(=O)NC1c1ccc(OC)cc1 (centres undefined)	10	7	10	-0.2	8	9	12	4.0	-3	2	2
O=C(COC(=O)Cc1ccc(S(=O)(=O)N2CCOCC2)s1)Nc1ccccc1	12	4	-22	-0.1	-3	-13	7	3.8	2	·	10
COc1cccc(C(=O)NC2CCCc3ccccc32)c1OC (centres undefined)	-4	1	-11	0.1	-4	7	-14	0.2	-3	2	4

Two of the compounds above, with values under each structure:
Second line of a record – TWEAK Fn14 block | MITF TRPM1 inh | Shn3 inh set2 | aDG glyco act | Peg3 promoter | CF NFkB inh | HIF-2a block | iPSC survival up | KKLEB tox | NR2E3 ag-1 | NR2E3 ag-2
COc1cccc(C(=O)NC2CCCc3ccccc32)c1OC (centres undefined)
 : -4 | 1 | -11 | 0.1 | -4 | 7 | -14 | 0.2 | -3 | 2 | 4
COc1ccc(Cc2nnc(NC(=O)c3cccc(C)c3)s2)cc1
 : -30 | -9 | 5 | 0.0 | -4 | -12 | 3 | -0.1 | 2 | 3 | -52

(continued)
SMILES	TWEAK Fn14 block	MITF TRPM1 inh	Shn3 inh set2	aDG glyco act	Peg3 promoter	CF NFkB inh	HIF-2a block	iPSC survival up	KKLEB tox	NR2E3 ag-1	NR2E3 ag-2
O=C(O)c1ccc(Br)cn1	-3	4	4	-0.1	-1	-4	19	1.1	4	-1	15
COc1ccccc1N1C(=O)C2CC(C)=C(C)CC2C1=O (centres undefined)	-2	-6	-2	-0.1	7	-6	9	-0.9	-12	0	5
COc1cc(OC)cc(C(=O)NC(=S)N(Cc2ccccc2)C(C)C)c1	2	6	-9	0.2	11	4	10	-0.2	-2	1	14
COCCCNC(=O)CCCn1c(=O)c2ccccc2n(CC(=O)Nc2c(C)cccc2C)c1=O	-14	-7	-2	-0.4	11	-6	14	7.7	4	-3	1
COc1cc(C)c(C(C)C)cc1S(=O)(=O)N1CCOCC1	3	16	-2	-0.4	8	1	16	-1.6	2	1	-29
CC(C)NC(=O)COC(=O)CNC(=O)c1cc(Cl)cc([N+](=O)[O-])c1	11	3	1	-0.4	1	0	21	0.3	4	1	-19
COc1ccc(S(=O)(=O)Cc2ccc(C(=O)N3CCOCC3)o2)cc1	7	-4	-7	-0.4	-7	-23	-4	3.9	20	2	19
Cn1cccc1CNC(=O)Nc1ccccc1	1	-33	-44	-0.1	-102	6	-110	-3.1	-2	3	-33
O=C(c1cc(COc2c(F)cccc2F)on1)N1CCN(C2CCCCC2)CC1	12	4	-1	-0.1	14	20	0	-0.4	-3	-2	4
CCN(CC(=O)Nc1ccccc1OC)C(=O)C1CCC1	5	2	3	0.6	1	4	21	0.1	-6	-1	-21
COc1ccc(C(=O)c2c3ccc(C(F)(F)F)cc3[n+]([O-])n2CCCN)cc1	10	-8	-21	0.0	-47	-18	-50	-2.8	15	3	-26
CC(Sc1nnnn1C)C(=O)Nc1ccccc1 (centres undefined)	23	1	3	0.1	3	1	0	-1.8	-5	-3	20
CC(=O)NC1(c2cccc(F)c2)CCN(CC(=O)NC2CCCCC2)CC1	11	-3	-6	-0.1	-5	-10	18	1.3	10	-1	-14
COC(=O)CC1(c2ccccc2)C(=O)c2ccccc2C1=O	6	-3	2	0.1	7	9	10	3.7	3	-2	5
Cn1c(-n2c(CCCN3C(=O)c4ccccc4C3=O)nc3ccccc3c2=O)nc2ccccc21	31	2	0	-0.6	39	-16	8	-2.0	3	0	-38
CCN1C(=O)c2ccccc2S(=O)c2ccc(C(=O)N3CCCC3)cc21 (centres undefined)	7	12	-104	-0.1	9	-14	7	-1.6	-2	-3	5
CNc1cc(-c2cccc(N(C)C)c2)ncn1	3	·	-64	-0.4	-258	-6	-207	-2.8	7	·	-97
Cc1nc(N2CCN(Cc3ccc4c(c3)OCO4)CC2)nc2c1C(=O)CC(c1ccco1)C2 (centres undefined)	6	-13	23	0.1	-5	-6	-14	-1.7	14	0	-22
CC(C)Sc1nc2c(c(=O)n1C)SC(C)C2 (centres undefined)	1	-7	-11	-0.4	-3	7	-3	-2.9	-1	-3	4
CCOc1ccc(S(=O)(=O)N(C)C)cc1-c1nc2c(C(C)(C)C)nn(C)c2c(=O)[nH]1	-24	4	-1	-0.5	9	22	-15	13	-8	3	-4
Cc1ccc(C(=O)N2CCN(S(=O)(=O)c3ccc(C(C)C)cc3)CC2)s1	10	16	-7	0.6	-1	3	-2	1.5	8	-1	45
Cc1ccccc1CNC(=O)c1[nH]c(C(F)(F)F)nc1-c1ccccc1	16	·	-15	0.2	2	-23	10	0.7	0	·	-5
COc1ccc(CN2CCCCCC2)cc1OC	-6	·	-2	-0.2	9	11	21	3.9	8	2	-8
CCOC(=O)C(Cc1ccc(O)cc1)NC(=O)CNC(=O)C1CCCN1C(=O)OC(C)(C)C (centres undefined)	-8	5	14	-0.3	21	8	13	-0.8	1	2	2
O=C(Oc1cccnc1)c1ccc([N+](=O)[O-])cc1Cl	39	1	-10	0.1	2	-14	21	3.6	7	0	-6
COc1cc(/C=C2\SC(=O)NC2=O)ccc1Oc1ccc([N+](=O)[O-])cn1	-8	3	9	-0.1	-2	-14	-45	0.5	-1	-3	3
Cc1sc2nc(CN3CCCC3)nc(Cl)c2c1C	7	7	-6	0.0	-2	10	19	3.3	-1	-3	5
O=C(/C=C/Nc1ccccc1OC(F)(F)F)C(F)(F)F	-4	-13	-48	-0.2	9	2	18	-3.2	8	1	7
O=C(NCCCNC(=O)c1ccc(F)cc1)c1ccc(F)cc1	14	12	8	0.0	-25	6	11	-0.2	-16	4	6
CCOc1ccc(-c2cc(C(=O)NCCCn3ccnc3)c3cc(Br)ccc3n2)cc1	-22	?	-4	0.7	106*	-167	7	0.0	-45	-10	-38
Cc1ccsc1/C=N/NC(=O)Cn1nc(C)c([N+](=O)[O-])c1C	3	-3	9	0.0	2	4	13	2.1	2	1	10
CC(=O)c1cccc(OC(=O)c2cc(S(=O)(=O)N3CCOCC3)ccc2N2CCCC2)c1	-4	3	7	-0.5	15	-21	13	0.0	11	0	-19
CCOC(=O)Nc1ccc(N2CCOCC2)c(S(=O)(=O)Nc2ccc(Cl)cc2)c1	-1	·	7	-0.3	16	-10	-1	0.2	8	·	2
COc1ccc(Br)cc1C1SCCN1S(C)(=O)=O (centres undefined)	-5	7	3	-0.1	-1	10	10	1.5	-2	-1	-4
COc1ccc([C@@H]2[C@@H]3C(=O)N(C(C)(C)C)C(=O)[C@@H]3[C@]3(CC(C)C)C(=O)N(c4ccc(C(F)(F)F)cc4)C(=O)N23)cc1	7	·	14	0.7	11	-21	10	-1.4	-6	-1	31
CCCCCCN1C[C@H](O)[C@@H](n2cc(C3CC3)nn2)C[C@@H]1c1ccc(C)cc1	-5	·	47	0.0	-12	38	6	-0.8	-8	·	-16
CCOC(=O)C[C@H]1c2cc(F)ccc2S(=O)(=O)N1C(C)C	1	-5	-68	0.1	-48	-8	13	-1.6	5	4	-16
CC1CCN(C(=S)NCCc2ccccc2)CC1	18	-3	-17	-0.3	-181	12	-136	-1.2	1	1	-85
CC1(C(=O)NS(=O)(=O)c2cccc(C#N)c2)CCN1C(=O)C1(c2ccc(Cl)cc2)CC1 (centres undefined)	1	·	1	-0.2	21	14	2	3.8	2	·	-8
CCOn1c(=O)c(-c2cc3ccccc3o2)[n+]([O-])c2ccccc21	4	-27	-68	-0.5	-189	-18	-208	-0.2	5	1	-108
c1ccc(CN2CCN(c3nc(N4CCOCC4)c4ccccc4n3)CC2)cc1	3	-23	-2	0.6	10	4	12	-1.9	2	0	-40
Cc1ccc2cc(CN(CCc3ccccc3)C(=S)NCCCN(C)C)c(=O)[nH]c2c1	-6	6	7	0.4	23	6	10	-0.6	8	·	-7
CCN(CC)c1ccc(/C=N/NC(=O)c2cnccn2)cc1	0	-8	-33	-0.2	-192	25	-239	-3.5	-13	·	-72
O=C(NC1CCCCC1)C(c1ccc2ncccc2c1)N(Cc1ccc2c(c1)OCO2)C(=O)c1ccc2c(c1)OCCO2 (centres undefined)	9	0	-8	0.3	18	-3	25	-0.2	2	0	-24
CNC(=O)Cn1ncc2c3ccccc3n(C)c2c1=O	-7	9	-10	0.0	12	-24	28	0.6	4	3	-6
CSc1ccccc1C(=O)NCC1CCCO1 (centres undefined)	2	-3	-7	0.1	5	0	0	-2.0	-2	14	-10
CCOC(=O)c1cc(-c2ccccc2)nn1CC1CC(c2ccc(Cl)cc2)=NO1 (centres undefined)	16	7	-3	-0.1	29	22	24	-1.3	-7	3	-8
CC1CCc2ccccc2N1C(=O)c1cccs1 (centres undefined)	-5	5	15	0.1	9	-24	13	1.5	0	0	-22
CCCCCCCCCCCCN1[C@@H](CC(=O)OC)c2cc(F)ccc2S1(=O)=O	11	1	6	-0.1	1	39	17	-1.9	-5	0	22
